# Assay outcomes: PubChem BioAssay, Vanderbilt High Throughput Screening Facility
# Cav32 inh = inhibitors of human Cav3.2 T-type calcium channel | Cav3.2-expressing cells, Fluo-4 calcium fluorescence FDSS; stronger effect = lower value | B-score at 10 µM | 100,000 compounds, 4% hits | AID 449739;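 active = single-dose well whose peak fluorescence ratio is a statistical outlier from its plate by either plate-standardised score or position-corrected B-score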
# Active calls of the source: *. Only part of the results is shown; rates above refer to the full screens.
SMILES,Cav32 inh
CCCN1C(=O)/C(=C/c2ccc(N3CCCC3)c(C)c2)NC1=S,-7.1*
COc1cccc(C(=O)Nc2ccc(F)cc2F)c1,1.2
CCCCS/C(=C(/C#N)C(N)=O)c1cc2c([nH]1)CCCC2,-1.3
CN1CCN(C(=O)C2(NC(=O)NCc3ccccc3)CCCCC2)CC1,-0.47
Cc1ccc(-n2ncc3c(=O)n(CC(=O)OCc4ccccc4)cnc32)cc1,0.56
COc1ccccc1CC(=O)Nc1ccccc1C(=O)O,0.94
COC(=O)CSc1nc2sc3c(c2c(=O)n1-c1ccccc1)CCN(C)C3,0.27
COc1ccc(OC)c(S(=O)(=O)NCc2ccccc2)c1,-0.36
CC(C)CCn1c(SCc2ccc(Cl)cc2)nc2c1c(=O)[nH]c(=O)n2C,-0.044
COn1c(=O)c(-c2cccs2)[n+]([O-])c2ccccc21,-0.057
CCSC1(SCC)N=C(N)C2(C#N)C(c3ccccc3)NC3=C(CCC3)C12C#N (stereo not given),-0.28
CCOc1ncccc1C(=O)Nc1ccccc1C(=O)NCc1ccc2c(c1)OCO2,0.34
O=C(Nc1c(C(=O)O)oc2ccc(Br)cc12)c1ccccc1,-1.5
CCCCn1nc(C(=O)NC2=NCCS2)c2ccccc2c1=O,0.62
NC(=O)CC[C@@H]1NC(=O)[C@H](CO)NC(=O)c2cc([N+](=O)[O-])cc(I)c2NCC[C@@H](C(N)=O)NC1=O,0.98
COC(=O)/C(=C\C(=O)c1ccccc1)Nc1cccc(C(F)(F)F)c1,-1
N#Cc1cn(-c2ccccc2)nc1-c1ccc2c(c1)OCCO2,0.59
CN1CCN(S(=O)(=O)c2ccc(N(C)CC(=O)Nc3ccc(F)cc3)nc2)CC1,-0.087
O=C(NCc1ccco1)C(c1ccccc1)N(Cc1cccnc1)C(=O)Cn1nnc2ccccc21 (stereo not given),0.77
COc1cc(OC)c(OC)cc1C=NCC1(c2ccccc2)CCCC1,0.067
Cc1ccc(NC(=O)CCC(=O)NNC(=O)C(c2ccccc2)c2ccccc2)c(C)c1,-1.3
COc1ccc(OC(C)C(=O)Nc2cccnc2)cc1 (stereo not given),-0.18
CC1CCN(C(=O)CN2C(=O)C(C)(C)Oc3ccc(C(=O)NC4CCCC4)cc32)CC1,1.4
COC(=O)C1=C(C)NC2=C(C(=O)CC(C)(C)C2)C1c1cccc(C)n1 (stereo not given),1.2
CC(C(=O)NCc1cccnc1)N1C(=O)c2ccccc2C1=O (stereo not given),1.5

# A draw from above in order of length of the SMILES, rising:
SMILES,Cav32 inh
CC(C(=O)NCc1cccnc1)N1C(=O)c2ccccc2C1=O (stereo not given),1.5
Cc1ccc(-n2ncc3c(=O)n(CC(=O)OCc4ccccc4)cnc32)cc1,0.56
CC(C)CCn1c(SCc2ccc(Cl)cc2)nc2c1c(=O)[nH]c(=O)n2C,-0.044

# More entries follow.
SMILES,Cav32 inh
CCn1cc(CNC(=O)c2cc(Cl)ccc2OC)c(C)n1,0.22
Cc1ccc(CCNc2ccc3ccccc3c2)cn1,-1.2
CSc1ccccc1NC(=O)Nc1ccc(F)c(Cl)c1,-1.5
COC(=O)c1cccc(NC(=O)CCCOc2cccc(C)c2)c1,-2.3
C=CCN1C=C2C(=O)C(C)(OC(=O)c3ccc(OC)cc3)C(=O)C(c3ccco3)=C2C=C1CCCC (stereo not given),-0.024
CCCc1nc2oc(C(=O)OCC)c(N)c2c2c1COC(C)(C)C2,-0.53
Cc1ccc(S(=O)(=O)N2CCC(C(=O)N3Cc4ccccc4C3)CC2)cc1,0.57
C[C@@H]1C(=O)O[C@@H]2[C@H](O)C34[C@H]5C[C@@H](C(C)(C)C)C36[C@H](OC(=O)[C@@H]6O)OC4(C(=O)O5)[C@@]12O (stereo not given in full),-0.051
Cc1c(NC(=O)COC(=O)c2cc3c4ccccc4n(C)c3s2)c(=O)n(-c2ccccc2)n1C,2.1
Cc1cccc(CS(=O)(=O)Cc2ccc(C(=O)NCCCN3CCCC3)o2)c1,-0.071
Cc1cc(-n2c(C)cc(C(=O)CN3C(=O)NC4(CCCC4)C3=O)c2C)no1,0.93
O=C(NCCCn1ccnc1)c1cc(S(=O)(=O)N2CCOCC2)c(Cl)cc1Cl,0.63
CCC(=O)N1CCc2cc(Br)cc(S(=O)(=O)NCC3CCCN3CC)c21 (stereo not given),0.23
CCCCc1nc2ccccc2c(=O)n1NC(=O)c1c(O)c2cccc3c2n(c1=O)CC3,-7.3*
CCOc1ccc(N2CC(C(=O)Nc3ncccc3C)CC2=O)cc1 (stereo not given),-0.54
O=S(=O)(c1cccc(-c2nc3ccccc3s2)c1)N1CCOCC1,-0.015
O=C(NC(=S)NCCc1ccccc1)c1ccccc1,-2.5
Cc1cccc(S(=O)(=O)CC(=O)Nc2nc(-c3ccccc3)cs2)c1,-8.3*
CC(C)N(C(=O)CSc1nnc(NC(=O)C2CCC2)s1)C(C)C,0.13
CCCCCCCCCCNC(=O)CCn1[nH]c(=O)c2ccccc2c1=O,-3.4
CC1(C)C(=O)CC[C@]2(C)C3C(=O)C=C4[C@H]5C[C@@](C)(C(=O)O)CC[C@]5(C)CC[C@]4(C)[C@]3(C)CC[C@@H]12 (stereo not given in full),0.28
O=C(NCc1cn2ccccc2n1)c1ccc2c(c1)OCO2,0.62
N#Cc1c2c(c(-n3cnc4ccccc43)n3c1nc1ccccc13)CCC2,0.97
COc1cc(C=O)c(Br)cc1OCc1ccc(C)cc1,-1.1
CCC(=O)Nc1ccc(S(=O)(=O)N2CCOCC2)cc1,0.062

# For convenience, part of the list above:
SMILES,Cav32 inh
CCC(=O)N1CCc2cc(Br)cc(S(=O)(=O)NCC3CCCN3CC)c21 (stereo not given),0.23
CCCCc1nc2ccccc2c(=O)n1NC(=O)c1c(O)c2cccc3c2n(c1=O)CC3,-7.3*
CCOc1ccc(N2CC(C(=O)Nc3ncccc3C)CC2=O)cc1 (stereo not given),-0.54

# (cont.)
SMILES,Cav32 inh
Nc1cccc(Cl)c1N1CCOCC1,0.46
COc1cc(/C=N/NC(=O)c2c(-c3ccccc3)noc2C)ccc1O,0.39
O=C(Nc1ccc2c(c1)OCCO2)c1cc(-c2ccccc2)nc2ccccc12,-2.5
COc1cccc(-n2c(COc3ccc(C)cc3)nnc2SCC(=O)O)c1,1.4
COc1ccc(C)cc1S(=O)(=O)Nc1ccc(F)c(Cl)c1,-3.7
Cn1c(=O)[nH]c(=O)c2c1nc(N1CCN(Cc3ccccc3)CC1)n2CCCc1ccccc1,-1.2
O=C(Nc1ccc2c(c1)Cc1ccccc1-2)c1cc2ccccc2o1,-0.11
Nc1nc(SCC(=O)N2CCCc3ccccc32)n(-c2ccccc2)n1,-0.24
CCOC(=O)C1=C(C)NC(C)=C(C(=O)OCC)C1C(=O)OCC(=O)N1CCC(C)CC1,0.39
CCOc1ccccc1N=c1oc2cc(O)ccc2cc1C(=O)NCC1CCCO1 (stereo not given),0.47
O=C(CC1(O)C(=O)Nc2cc(Cl)cc(Cl)c21)c1ccncc1 (stereo not given),-0.21
CCOc1ccc(S(=O)(=O)NC(C)(C)C)cc1-c1nc2c(C(C)(C)C)nn(C)c2c(=O)[nH]1,0.24
CC12C=CC3(O1)C(C(=O)N(c1cccnc1)C3C(=O)NC1CCCCC1)C2C(=O)Nc1ccccc1 (stereo not given),-0.26
CC(C)(Cc1nc2ccccc2[nH]1)C(=O)O,0.66
CC(Cc1cccs1)NC(=O)NC1CCCCC1 (stereo not given),-2.2
CCN(C(=O)COc1ncnc2scc(-c3ccc(F)cc3)c12)C1CCS(=O)(=O)C1 (stereo not given),0.14
CCc1ncc(C(=O)c2ccc(OC)cc2)n1C,0.64
COCCNCCOc1ccccc1-c1ccccc1,-1.2
COC(=O)CN(c1ccccc1)S(=O)(=O)c1ccccc1,-1.7
O=C(c1ccco1)N1CCN(c2ncnc3c2cnn3-c2ccccc2)CC1,0.25
NC(=O)/C(=N\O)c1ccccc1,-0.011
COC(=O)c1[nH]c2cccc(OC)c2c1NC(=O)CCN1CCC(C)CC1,0.75
C=CCn1c(SCc2csc(C)n2)nc2sc3c(c2c1=O)CCCC3,-0.024
CCOC(=O)N1CCN(C(=O)COc2ccccc2Cl)CC1,0.21
CCOc1cccc(C2C(C#N)=C(N)Oc3cc(C)oc(=O)c32)c1OCC (stereo not given),-0.15
# The results go on.
SMILES,Cav32 inh
CCCn1nnnc1SCC(=O)NCc1ccc(OC)cc1,0.54
CC(C)C(=O)Nc1cccc(-c2cnc3ccccc3n2)c1,-0.063
CN(CC(=O)N1CCc2ccccc21)S(=O)(=O)c1ccc(Br)s1,-2.5
O=c1[nH]c2ccsc2c(=O)n1-c1ccc(F)c(Cl)c1,0.37
Oc1ccc2ccccc2c1N=Nc1ccccn1,0.7
N#Cc1c(N)nc(-c2ccccc2)nc1-c1ccccc1,0.37
COc1ccc(OC)c(-c2cc(C(=O)N3CCN(c4ccccc4)CC3)no2)c1,-2.2
CCCOc1ccc(N2C(=O)CC(N(C(=O)c3ccco3)c3ccc(OCCC)cc3)C2=O)cc1 (stereo not given),-0.016
CCN(CCO)Cc1csc2c(Br)cccc12,1
c1ccc2c(c1)ncn2CCn1cnc2ccccc21,1.1
CC(C)OC(=O)c1nnc(Cc2ccc(F)cc2)o1,0.68
CNC(C)C#Cc1ccc2oc3cc(C)c(C)cc3c(=O)c2c1 (stereo not given),0.27
NC(=O)NC(Cc1ccccc1)C(=O)Nc1ccc(S(N)(=O)=O)cc1 (stereo not given),0.82
CCN(CC#CCC(O)(c1ccccc1)C1CCCC1)C(C)C (stereo not given),0.069
CCNc1nc2[nH]c(=O)c3c(c2s1)OC(N)=C(C#N)C3c1ccc(C)cc1 (stereo not given),-0.23
Cc1cc(C)cc(N(CC(=O)NCc2cccnc2)S(C)(=O)=O)c1,-0.36
CC(=O)Nc1nonc1-c1nc2ccccc2n1CCC#N,-0.06
CC(C)CNC(=S)N1CCC(NC(=O)C23CC4CC(CC(C4)C2)C3)CC1,0.93
O=S(=O)(c1ccc2ccccc2c1)N1CCC(c2nc(-c3ccncc3)no2)CC1,-0.17
O=c1c2cccc3c2c(nn1-c1ccccc1)-c1ccccc1-3,-0.42
CN1CCN(Cc2ccc(-c3ccc(Cl)cc3)o2)CC1,-1.3
Fc1cccc(F)c1CSc1nc2ccccc2[nH]1,-0.0034
CCc1cccc(C)c1NC(=O)C1C2CCC(O2)C1C(=O)O (stereo not given),0.61
O=C(Nc1ccccc1)c1ccc(CSc2ncccn2)cc1,0.2
CC(C)C(c1nnnn1Cc1ccc(F)cc1)N1CCN(C2CCCCC2)CC1 (stereo not given),1.5

# Sorted by value in Cav32 inh (descending): six from the list above.
molecule | Cav32 inh
COc1ccccc1CC(=O)Nc1ccccc1C(=O)O | 0.94
CN1CCN(S(=O)(=O)c2ccc(N(C)CC(=O)Nc3ccc(F)cc3)nc2)CC1 | -0.087
CN1CCN(C(=O)C2(NC(=O)NCc3ccccc3)CCCCC2)CC1 | -0.47
COCCNCCOc1ccccc1-c1ccccc1 | -1.2
COc1ccc(OC)c(-c2cc(C(=O)N3CCN(c4ccccc4)CC3)no2)c1 | -2.2
O=C(NC(=S)NCCc1ccccc1)c1ccccc1 | -2.5

# Additional records.
SMILES,Cav32 inh
O=C1c2ccccc2C(=O)N1Cc1nc(-c2ccccc2)no1,0.35
Cc1cc(C)n(CC(O)COc2ccccc2C(=O)Nc2ccccc2)n1 (stereo not given),-0.62
CC(=O)NC1CC2CCCC(C1)N2C(=O)Nc1ccccc1 (stereo not given),-0.14
CCOC(=O)C1CCN(C(=O)C2CCN(c3nc4ccc(OC)cc4s3)CC2)CC1,2
CCOC(=O)CNC(=O)C(=O)c1c(O)[nH]c2ccccc12,0.28
Cc1noc(C)c1C(=O)N1CCCC1,0.55
Cc1ccc(S(=O)(=O)c2nc(-c3ccc(F)cc3)oc2SCC(N)=O)cc1,-0.74
O=C(COC(=O)CNS(=O)(=O)/C=C/c1ccccc1)NC1CCS(=O)(=O)C1 (stereo not given),0.55
O=C(CSc1nc(-c2ccco2)cc(C(F)(F)F)n1)N1CCc2ccccc2C1,-3.1
Cc1ccccc1-c1cc(C(=O)Nc2sc(C(=O)OC(C)C)c(C)c2C#N)c2ccccc2n1,-3.2
O=C(CN1C(=O)NC2(CCc3ccccc32)C1=O)Nc1ccc(N2CCOCC2)cc1 (stereo not given),0.36
CCOC(=O)C1=C(C)NC(=O)C1CC(=O)Nc1ccccc1 (stereo not given),-0.054
O=S(=O)(NCCc1ccccc1)c1cccc(S(=O)(=O)N2CCOCC2)c1,-0.014
COc1ccc(/C(O)=C2\C(=O)C(=O)N(c3cc(C)on3)C2c2ccc(OC)c(OC)c2)cc1OC (stereo not given),0.38
Cn1c(Cc2c[nH]c3ccccc23)n[nH]c1=S,0.94
CCCCCC1CC1C(=O)N/N=C/c1ccc(N(C)C)cc1 (stereo not given),-3.1
O=C(C1=C[C@H](c2csc3ccccc23)C[C@H](OCc2ccc(CO)cc2)O1)N1CCN(Cc2ccccc2)CC1,-1.7
O=C(Nc1cccc(Cl)c1)C1=Cc2cc(Cl)ccc2OC1,-0.053
O=C(c1ccncc1)c1ccc(NS(=O)(=O)c2ccc(Br)s2)cc1,-0.29
O=C(O)c1ccc2cc[nH]c2c1,0.091
CCC(Sc1nc2ccccc2[nH]1)C(=O)Nc1cc(C)on1 (stereo not given),0.64
COc1cccc(NC(=O)N2CCN(C(=O)C(Cc3ccc(OC)c(OC)c3)NC(C)=O)CC2)c1 (stereo not given),0.53
COc1ccccc1-c1nn2c(C(F)(F)F)nnc2s1,0.095
Cc1nn2c(=O)nc3sc4c(c3c2[nH]c1=O)CCCC4,0.14
COc1ccc(CCNC(=O)CSc2nc(C)nc3c2c(=O)n(C)c(=O)n3C)cc1OC,0.43
N#Cc1nc(COc2ccccc2)oc1N1CCOCC1,0.0028

# Structural class, the compounds so far containing a tert-butyl group (2)
SMILES,Cav32 inh
C[C@@H]1C(=O)O[C@@H]2[C@H](O)C34[C@H]5C[C@@H](C(C)(C)C)C36[C@H](OC(=O)[C@@H]6O)OC4(C(=O)O5)[C@@]12O (stereo not given in full),-0.051
CCOc1ccc(S(=O)(=O)NC(C)(C)C)cc1-c1nc2c(C(C)(C)C)nn(C)c2c(=O)[nH]1,0.24
